# TDP1 cell CPT: DT40-hTDP1 cell growth loss with CPT; Potency, µM (titrated, usually from 46.2 µM), for inactives: at the top dose activity change, negative = growth inhibition, actives largely listed as inhibitors; 12% of 420,000 active; chicken DT40 Tdp1-/-;hTDP1 cells + 20 nM CPT, ATP luminescence, 48 h; note: nearly all actives have a fitted effect of over 55% in size
#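 Chicken DT40 Tdp1-/- cells stably complemented with human TDP1 were seeded at 400 cells/well in medium containing 20 nM camptothecin, exposed to pin-transferred compounds, and grown at 37 °C for at least 48 hr. Viability was read as ATP luminescence.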
# DT40 TDP1 no CPT: qHTS for Inhibitors of human tyrosyl-DNA phosphodiesterase 1 (TDP1): qHTS in cells in absence of CPT; DT40 Tdp1-/- hTDP1 cells, no CPT, ATP luminescence, 48 h; Potency, µM (top dose mostly 46.2 µM), inactives show at the top dose activity change, negative = growth inhibition, hits mostly inhibitors; 15% of 420,000 active; AID 686978, 2013; note: nearly all actives have a fitted effect of over 55% in size
#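 A cellular qHTS used chicken DT40 cells lacking endogenous Tdp1 but carrying stably transfected human TDP1. Compounds were applied without camptothecin, and cell growth kinetics were judged by ATP-dependent luminescence after ≥48 hr.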
# GCN5L2 inh: GCN5L2 (KAT2A) acetyltransferase inhibition; GCN5L2 HAT assay, ThioGlo1 CoA-SH fluorescence; 0.21% of 390,000 active; Q92830; AID 504327; Potency, µM (series often up to 58.9 µM), for the others: at the highest dose activity change, negative = inhibition, usual class: inhibitors
# Target sequence (Q92830 whole entry, looked up): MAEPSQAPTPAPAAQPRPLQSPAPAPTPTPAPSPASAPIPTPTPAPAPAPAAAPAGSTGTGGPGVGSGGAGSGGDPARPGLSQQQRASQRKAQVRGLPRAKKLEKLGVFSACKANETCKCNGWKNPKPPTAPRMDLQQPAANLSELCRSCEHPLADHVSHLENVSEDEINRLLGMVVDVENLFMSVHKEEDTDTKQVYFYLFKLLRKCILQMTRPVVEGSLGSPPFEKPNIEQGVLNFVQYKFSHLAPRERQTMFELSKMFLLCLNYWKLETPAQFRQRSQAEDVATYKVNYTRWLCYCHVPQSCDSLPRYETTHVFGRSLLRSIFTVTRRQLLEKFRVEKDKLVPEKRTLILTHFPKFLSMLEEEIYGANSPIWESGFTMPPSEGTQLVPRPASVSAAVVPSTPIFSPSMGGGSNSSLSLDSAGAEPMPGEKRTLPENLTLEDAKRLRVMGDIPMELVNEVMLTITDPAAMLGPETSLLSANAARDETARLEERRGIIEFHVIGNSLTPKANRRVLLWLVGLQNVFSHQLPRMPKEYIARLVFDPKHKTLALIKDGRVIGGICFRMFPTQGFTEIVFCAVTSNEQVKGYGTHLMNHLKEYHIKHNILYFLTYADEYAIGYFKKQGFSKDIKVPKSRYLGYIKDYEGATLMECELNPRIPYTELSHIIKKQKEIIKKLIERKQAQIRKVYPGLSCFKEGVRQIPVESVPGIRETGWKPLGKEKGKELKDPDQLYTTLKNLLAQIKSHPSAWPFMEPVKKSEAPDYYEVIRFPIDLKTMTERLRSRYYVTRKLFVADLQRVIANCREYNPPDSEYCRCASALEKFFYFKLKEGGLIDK
#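 Fluorescence readout, Ex340nm/Em540nm: ThioGlo1 (50uM final) reacts with free CoA thiol released as 20nM GCN5L2 acetylates H3(1-25) peptide (75uM) using acetyl-CoA (70uM). Compound and enzyme sat 15 min beforehand; 20 min room-temperature reaction.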
# * = called active by the depositor; ? = inconclusive; . = not tested or not shown; [ ] = another dose, or the depositor's remark. Calls come from the whole dose curve; as a rule, active = well fitted curve in the direction sought with a large enough effect; inconclusive = small, poorly fitted or top-dose-only effect, or another doubt; inactive = no such curve, though single readings can be large; an effect the other way counts as inactive or inconclusive. % is set by controls: 0 for no effect and ±100 for the full control effect; potency is the fitted concentration of half-maximal effect. Only part of the results is shown. The share of hits here may be higher or lower than overall.
compound,TDP1 cell CPT,DT40 TDP1 no CPT,GCN5L2 inh
COC(=O)Nc1ccc(S(=O)(=O)N2c3ccccc3CCC2C)cc1 (stereo unspecified),4.61µM*,2.59µM*,-2.6%
CCCCc1nnc(NC(=O)CSCc2cc(=O)n3cc(C)sc3n2)s1,-4.8%,10.3%,-3.8%
O=C(CSc1nnnn1-c1ccccc1)N1CCCc2ccccc21,-1.1%,-16.4%,-7.5%
O=C(CSc1nnc(-c2ccncc2)n1Cc1ccco1)Nc1nc(-c2ccccc2)cs1,?,?,-2.2%
Cc1ccc(C(=O)O/N=C(\N)c2cccc([N+](=O)[O-])c2)cc1,-29.6%,-15.4%,-2.8%
COC(=O)c1c(CSc2cccc(C)c2)noc1C(=O)NCc1ccco1,-26.3%,-20.7%,-11.4%
Cc1ccc(NC(=O)COC(=O)Cc2ccccc2)cc1S(=O)(=O)N1CCOCC1,-15.9%,-3.2%,-6.5%
CCN1CCN(CCCOc2ccc(Cl)cc2Br)CC1,?,16.4µM*,1.4%
O=C(OCC(=O)N1CCCCC1)c1cc(NS(=O)(=O)c2ccc(Cl)c([N+](=O)[O-])c2)ccc1O,-18.0%,?,-8.2%
O=S(=O)(c1ccc(SCc2ccc(Cl)cc2)nc1)N1CCCC1,?,14.6µM*,-1.1%
CCOc1ccc(/C=N/NC(=O)C2(O)c3ccccc3-c3ccccc32)cc1,-6.4%,-15.3%,43.8%[activator]
Cc1cc(-c2nnc3n2N=C(c2ccc(-c4ccccc4)cc2)CS3)n[nH]1,23.1µM*,14.6µM*,-13.5%
O=C(COC(=O)C1CCC1)NCc1ccccc1,1.0%,-14.0%,-6.6%
CCOc1ccc(NC(=O)N(Cc2c[nH]c3ccccc23)C2CCCCC2)cc1,8.2µM*,18.4µM*,-1.3%
CCCN(CCC)C(=O)c1ccc2nc(-c3ccc(OC)c(OC)c3)c(-c3ccc(OC)c(OC)c3)nc2c1,?,?,-0.1%
O=C(COc1ccccc1F)Nc1ccc(Cl)c(-c2nc3ccccc3[nH]2)c1,?,13µM*,-12.9%
Cc1ccc(CNC(=O)c2ccc3c(=O)c(O)c(-c4ccc(C)cc4)[nH]c3c2)cc1,4.11µM*,6.51µM*,-9.4%
CC(C)COc1ccc(C(=O)N(Cc2ccco2)C2CCS(=O)(=O)C2)cc1 (stereo unspecified),?,16.4µM*,3.0%
Brc1cccc(-c2nnc3sc(CNC4CCCC4)cn23)c1,-16.6%,-19.9%,-0.4%
COc1cc(NC(=O)N2CCN(c3cc(-c4noc(C)n4)ccc3C)CC2)cc(OC)c1OC,-2.8%,-2.7%,11.5%
COc1ccccc1-c1n[nH]c(=S)o1,-14.3%,-6.1%,-18.9%
Cc1ccc(C)c(N(C(=O)c2snc(C(N)=O)c2N)C(C(=O)NCC2CCCO2)c2ccc(C)o2)c1 (stereo unspecified),16.4µM*,10.3µM*,?
O=C1c2ccccc2C(=O)C1c1ccccc1,15.6%,-1.1%,-7.4%
Cc1cc(C)c(OCC(=O)NCC(c2ccco2)N2CCCCC2)c(C)c1 (stereo unspecified),?,?,-3.2%
CCCCN(C)CC(O)Cn1cc(/C=C/C(=O)c2cccs2)c2ccccc21 (stereo unspecified),18.4µM*,?,-5.8%
Cc1cc(=O)[nH]c(/N=C(\N)Nc2cccc3ccccc23)n1,-1.7%,-23.7%,3.4%
CCOc1ccc2nc(NC(=O)C3CCN(c4cnccn4)CC3)sc2c1,?,?,-6.9%
CCN1C(=O)C2(c3ccccc31)c1c(oc3ccccc3c1=O)C(=O)N2CCOC (stereo unspecified),-10.4%,-13.6%,1.6%
O=C(c1cc2cc(Cl)ccc2oc1=O)N1CCOCC1,2.1%,16.2%,-0.2%
Cc1ccc(C2c3[nH]c4ccccc4c3CCN2C(=O)CCc2ccccc2)cc1 (stereo unspecified),?,20.6µM*,3.8%
COc1ccc(CCNS(=O)(=O)c2ccc(-c3ccc(=O)[nH]n3)o2)cc1OC,9.8%,5.3%,-1.9%
Cc1cc(C)c2c(N)c(C(=O)NCC3CCCCC3)sc2n1,?,?,0.4%
CCOc1ccc(N2C(=O)CC(SCc3nc4ccccc4[nH]3)C2=O)cc1 (stereo unspecified),16.4µM*,?,-9.8%
COc1ccc(N2CCN(C(=O)CSc3n[nH]c(-c4ccccc4)n3)CC2)cc1,?,?,-6.2%
CCn1ccc(C(=O)Nc2cccc(Cl)c2)n1,2.5%,-13.9%,-8.0%
Cc1ccc(-c2cc(N)nc(-c3ccccc3)c2)cc1,?,?,-10.7%
COC(=O)c1sc(S(=O)(=O)NCc2ccccc2)c(C(=O)OC)c1C,-15.8%,-3.9%,.
CCCNC(=O)C1(C)CCN(C(=O)COc2ccc(Cl)cc2Cl)C1 (stereo unspecified),0.7%,-13.2%,.
CCN(C(=O)COC(=O)COc1ccc2c(c1)CCC2)c1c(N)n(Cc2ccccc2)c(=O)[nH]c1=O,-1.0%,-25.0%,0.2%
O=C(NCCCn1ccnc1)C1c2ccccc2Oc2ccccc21,1.7%,-1.1%,-2.0%
CC/C(=C\c1ccc(N(C)C)cc1)c1ccncc1,23.1µM*,?,.
O=C1NCCCCC1NS(=O)(=O)c1ccccc1 (stereo unspecified),3.4%,7.2%,-0.8%
O=C(N/N=C\C=C\c1ccco1)c1cncc(Br)c1,6.5%,?,-26.3%
N/C(=N\N=C\c1ccco1)SC1CC(=O)N(c2ccccc2)C1=O (stereo unspecified),18.3%,-3.1%,-6.2%
CCc1ccccc1NC(=O)CNC(=O)CCNC(=O)Nc1ccccc1,5.5%,-4.6%,-3.2%
CC(C)CNC(=O)C1CCN(S(=O)(=O)c2ccc3c(c2)OCCO3)CC1,-2.0%,?,-0.7%
Cc1nn(CC(=O)NC(C)c2ccccc2)c(=O)c2cc3occc3n12 (stereo unspecified),-18.9%,-16.8%,3.4%
Cc1cc(-n2ccnc(NCCc3ccc(S(N)(=O)=O)cc3)c2=O)ccc1Br,?,25.9µM*,0.7%
CCN(CC)Cc1csc(C(N)=O)c1,-5.1%,-7.0%,-3.4%
CCOc1ccccc1NC(=O)CCc1ccc(C)o1,17.0%,?,-1.4%
CCCn1c(N2CCC(Cc3ccccc3)CC2)nc2c1c(=O)[nH]c(=O)n2C,?,?,-5.0%
O=C(COC(=O)CCc1ccccc1)NC12CC3CC(CC(C3)C1)C2,-21.0%,1.6%,-10.7%
Cc1ccc(C(=O)NCCc2nnc3ccc(SCC(=O)N4CCCC4)nn23)cc1,8.6%,-1.3%,?
CCN(CC)S(=O)(=O)c1ccc(C(=O)/C=C/c2ccc(-c3ccc([N+](=O)[O-])cc3)o2)cc1,?,6.51µM*,23.8%
O=C(COc1ccccc1)N1CCN=C1SCc1ccccc1,7.5%,-13.2%,-9.3%
CC1Cc2ccccc2N1CC(=O)Nc1ccc2c(c1)OC(F)(F)O2 (stereo unspecified),-15.8%,-23.1%,-4.2%
COc1ccc(NC(=O)C2CCN(S(=O)(=O)c3ccc(Cl)c(C(F)(F)F)c3)CC2)cn1,?,?,.
O=C(COC(=O)C12CC3CC(CC(Br)(C3)C1)C2)N1CCOCC1,0.5%,-15.5%,-2.7%
Cc1ccc(Cn2c(SCCN3CCCCC3)nc3c2c(=O)n(C)c(=O)n3C)cc1,?,14.6µM*,-4.1%
O=C(c1ccccc1F)N1N=C(C(F)(F)F)CC1(O)c1ccccc1 (stereo unspecified),?,?,.

# Profiles, quoted from the list. Screens in order: TDP1 cell CPT	DT40 TDP1 no CPT	GCN5L2 inh
# O=C(c1ccccc1F)N1N=C(C(F)(F)F)CC1(O)c1ccccc1 (stereo unspecified) as listed: ?	?	.
# Cc1ccc(Cn2c(SCCN3CCCCC3)nc3c2c(=O)n(C)c(=O)n3C)cc1 as listed: ?	14.6µM*	-4.1%

# Continued.
compound,TDP1 cell CPT,DT40 TDP1 no CPT,GCN5L2 inh
CCOC(=O)c1c(C)[nH]c(C)c1S(=O)(=O)N(C)CC(=O)Nc1cccc(C)n1,-0.7%,4.9%,-3.7%
COc1ccc(CN(CCCN2CCOCC2)C(=O)Nc2ccccc2)cc1OC,-4.8%,-10.0%,-4.6%
COc1ccc(OC)c(CN2C(=O)CSCC2(C)C(=O)Nc2c(C)cccc2C)c1 (stereo unspecified),-6.6%,-7.4%,.
COc1ccc(NCC(=O)Nc2cccc(S(=O)(=O)N3CCCC3)c2)cc1Cl,?,13µM*,-5.8%
N/C(=N\OC(=O)c1cccc(Br)c1)c1ccncc1,12.6%,5.0%,3.4%
CCc1cccc(C)c1NC(=O)Cn1cnc2c1c(=O)n(C)c(=O)n2C,?,-25.7%,-7.7%
COc1cc(C2c3c(oc4cc(C)c(C)cc4c3=O)C(=O)N2c2cc(C)ccn2)ccc1O (stereo unspecified),?,?,-26.2%
O=C(COC(=O)c1ccc(S(=O)(=O)NCc2ccco2)cc1)c1ccccc1,9.9%,-19.2%,-3.4%
NS(=O)(=O)c1ccc(N/C=C\C(=O)c2ccc(F)cc2)cc1,-8.8%,?,-11.2%
COc1cc(OC)cc(C(=O)Nc2ccc(S(=O)(=O)Nc3cnc4ccccc4n3)cc2)c1,-2.3%,3.3%,.
COCCCN1C2=C(C(=O)CC(C)(C)C2)C(c2ccc(O)c(OC)c2)C2=C1CC(C)(C)CC2=O,0.5%,1.4%,1.5%
COCC(=O)N(Cc1cc2ccccc2[nH]c1=O)c1ccccc1OC,2.5%,-14.0%,-1.1%
CCOc1ccccc1NC(=O)CN1C(=O)C2(SCC(=O)N2c2cccc(F)c2)c2ccccc21 (stereo unspecified),?,-16.6%,-12.0%
COc1ccc(C(=O)c2oc3ccc(OC)cc3c2N)cc1,?,16.4µM*,-10.5%
CCOC(=O)C(C#N)=CN1CCN(C(=O)CCCl)c2ccccc21,?,?,.
O=C1NC[C@@H]2CCCN2C1=O,2.5%,12.3%,.
O=C(CSc1nnc(NC(=O)c2ccccc2)s1)NCC1CCCO1 (stereo unspecified),-4.2%,-7.4%,?
CCOc1ccccc1NC(=S)N1CCC(c2nc3ccccc3o2)CC1,?,?,-1.1%
Cc1ccc(NC(=O)Cn2c(=O)n(Cc3ccccc3)c(=O)c3c(C)c(C(=O)N(C)C)sc32)c(C)c1,?,-16.2%,-11.9%
O=C(CSc1ccc(S(=O)(=O)N2CCCC2)cn1)Nc1ccc([N+](=O)[O-])cc1C(F)(F)F,?,?,.
COC(=O)c1ccc2c(=O)n(Cc3ccc(C(=O)NC4CCCC4)cc3)c(=S)[nH]c2c1,?,?,-0.5%
COc1cccc(/C=N/c2oc(-c3ccccc3)cc2C#N)c1O,-22.8%,-16.6%,?
CCN(C(=O)c1ccc(NC(=O)c2ccco2)cc1)c1ccccc1,-22.0%,?,0.1%
COC(=O)c1c(-c2cc(OC)c(OC)c(OC)c2)c2ccnc(OCc3ncccn3)c2c(=O)n1Cc1ccnc(C)c1,22.8%,-0.5%,.
COc1ccc(CNCC2COc3ccccc3O2)cc1 (stereo unspecified),-17.6%,-1.6%,-20.2%
COC(=O)c1ccccc1NC(=O)C(CCS(C)(=O)=O)NC(C)=O (stereo unspecified),2.2%,0.4%,4.8%
COCc1cc(=O)[nH]c(/N=C(\N)Nc2c(F)cccc2F)n1,2.6%,-3.1%,-3.7%
Cc1ccc(C)c(S(=O)(=O)N2CCN(C(=O)CN3C(=O)C4CC=CCC4C3=O)CC2)c1 (stereo unspecified),-20.9%,-23.5%,7.5%

# 5 structures already listed, arranged by length of the SMILES, lowest first.
compound,TDP1 cell CPT,DT40 TDP1 no CPT,GCN5L2 inh
COc1ccc(CNCC2COc3ccccc3O2)cc1 (stereo unspecified),-17.6%,-1.6%,-20.2%
COc1ccc(CN(CCCN2CCOCC2)C(=O)Nc2ccccc2)cc1OC,-4.8%,-10.0%,-4.6%
O=C(CSc1ccc(S(=O)(=O)N2CCCC2)cn1)Nc1ccc([N+](=O)[O-])cc1C(F)(F)F,?,?,.
Cc1ccc(NC(=O)Cn2c(=O)n(Cc3ccccc3)c(=O)c3c(C)c(C(=O)N(C)C)sc32)c(C)c1,?,-16.2%,-11.9%
COC(=O)c1c(-c2cc(OC)c(OC)c(OC)c2)c2ccnc(OCc3ncccn3)c2c(=O)n1Cc1ccnc(C)c1,22.8%,-0.5%,.

# Screening results as filed in PubChem BioAssay.
